Screening results (PubChem BioAssay)
PKA-R2B act – activators of PKA-R2B holoenzyme, primary screen, biochemical, fluorescence polarization, Cy5-IP20, human; cAMP-dependent protein kinase catalytic subunit beta (Homo sapiens) + cAMP-dependent …; actives 0.079% (n = 340,000); activation, % at 11.4 µM; PKA-R2B holoenzyme dissociation; R2B truncated from residue 108, S112A mutant; 0% DMSO only, 100% 113 µM cGMP;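 active means activation above a cutoff set at the mean over all compounds plus 3 SD, cut at about 18% in these data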;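 further: higher means more holoenzyme dissociation and a rise in polarization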
Arr AP2 block – inhibitors of beta-arrestin/AP2 binding, primary screen, biochemical, GPCR trafficking, flow cytometry. beta-arrestin 1 C-terminal peptide binding to AP2 beta2-adaptin appendage (human). FITC-arrestin peptide / GST-AP2 beads; AP2 beta2 appendage carries R879A mutation. inhibition, % at 10 µM. actives 0.31% (n = 340,000);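 active means inhibition above a set limit, near 3 SD of compounds lacking own fluorescence, cut at about 54% in these data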;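 further: plate controls were DMSO wells for no effect and 5 µM unlabelled arrestin peptide for full effect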
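system = GST-tagged AP2 beta2-adaptin appendage (R879A) on 4 µm glutathione beads | reagent = FITC-labelled arrestin peptide probe, 50 nM final | schedule = compound with beads 12 min RT, then probe 1 h RT | signal = HyperCyt-sampled flow cytometry, FL1 channel, ex 488/em 535 nm | read-out = percent response from loss of bead-bound FITC fluorescence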
DSG3 Ab inh – inhibitors of pemphigus antibody binding to DSG3, primary screen, biochemical, bead-based, flow cytometry, scFv-GFP. Desmoglein-3 (Homo sapiens), P32926. DSG3-coupled beads, scFv-anti-DSG3-GFP binding; hits give low values. binding (percent of control), % at 10 µM. actives 0.48% (n = 310,000);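 active means binding more than 3 SD below its plate's average and above zero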;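 further: hits lower antibody fragment binding to DSG3; some compounds called inactive have numbers as strong as hits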
Target sequence (P32926 whole entry, looked up, the tested form may be a part): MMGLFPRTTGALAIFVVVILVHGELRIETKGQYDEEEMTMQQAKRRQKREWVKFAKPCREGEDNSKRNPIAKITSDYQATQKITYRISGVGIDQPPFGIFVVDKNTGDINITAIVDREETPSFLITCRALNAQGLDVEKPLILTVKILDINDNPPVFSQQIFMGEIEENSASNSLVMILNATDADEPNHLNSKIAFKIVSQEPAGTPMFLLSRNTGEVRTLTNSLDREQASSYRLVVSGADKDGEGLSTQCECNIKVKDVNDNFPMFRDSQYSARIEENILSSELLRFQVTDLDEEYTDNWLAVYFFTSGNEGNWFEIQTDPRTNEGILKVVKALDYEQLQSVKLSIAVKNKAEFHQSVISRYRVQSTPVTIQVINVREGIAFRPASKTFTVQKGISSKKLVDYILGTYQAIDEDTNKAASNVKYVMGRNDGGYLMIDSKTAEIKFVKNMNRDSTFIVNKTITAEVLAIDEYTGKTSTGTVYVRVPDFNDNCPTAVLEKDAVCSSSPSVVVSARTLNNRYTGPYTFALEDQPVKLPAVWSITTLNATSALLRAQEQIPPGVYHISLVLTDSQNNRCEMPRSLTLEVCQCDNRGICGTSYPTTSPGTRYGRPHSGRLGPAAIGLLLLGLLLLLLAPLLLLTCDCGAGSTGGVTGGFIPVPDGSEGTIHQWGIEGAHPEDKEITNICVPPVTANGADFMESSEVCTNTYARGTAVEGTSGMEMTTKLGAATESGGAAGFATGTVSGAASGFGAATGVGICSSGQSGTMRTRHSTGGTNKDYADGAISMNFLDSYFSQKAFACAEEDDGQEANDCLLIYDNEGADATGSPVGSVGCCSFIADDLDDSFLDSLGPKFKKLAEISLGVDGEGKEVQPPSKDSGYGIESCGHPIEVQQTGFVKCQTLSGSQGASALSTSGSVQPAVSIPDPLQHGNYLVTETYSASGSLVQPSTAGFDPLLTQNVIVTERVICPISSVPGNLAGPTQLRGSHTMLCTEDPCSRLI
HTR5A ag ctr – HTR5A agonists in luminescence cell assay, primary screen, counter-screen for OPRM1-OPRD1 heterodimer agonist project, full-deck HTS; 5-hydroxytryptamine receptor 5A (Homo sapiens), P47898; cell-based; activation, % at 9.3 µM; actives 0.61% (n = 340,000); AID 504692, 2011; in the data active means activation mostly above about 9.5%, no sharp cut-off; inactive means mostly below about 7.6%;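 further: 0% = cells with vehicle only and 100% = reference agonist; strong numbers were not always called active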
HTR5A inv ag – HTR5A inverse agonists in luminescence cell assay, primary screen, counter-screen for OPRM1-OPRD1 heterodimer inverse agonist project, full-deck HTS; 5-hydroxytryptamine receptor 5A (Homo sapiens), P47898; HTR5A cell line, inverse agonism; inhibition, % at 9.3 µM; actives 0.083% (n = 340,000); in the data active means inhibition mostly above about 23%, no sharp cut-off; inactive means mostly below about 18%;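 further: 0% = cells with DMSO and 100% = no-cell wells with DMSO; some compounds called inactive have numbers as strong as hits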
OPRM1-OPRD1 inv – inverse agonists of MOR-DOR heterodimerization, primary screen, cell-based, luminescence; cell-based MOR-DOR heterodimer luminescence, inverse agonism; inhibition, % at 9.3 µM; actives 0.21% (n = 340,000); AID 504357, 2011; in the data active means inhibition above about 22%, passing the limit was not always enough;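 further: 0% = cells with DMSO and 100% = wells without cells with DMSO; values of inactives mirror those of a sister screen read the other way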
V-ATPase pHluor – regulators of yeast V-ATPase proton pumping, primary screen, pHLuorin cytosolic pH fluorescence | actives 0.37% (n = 350,000) | response, % at 10 µM | S. cerevisiae; in the data active means response mostly above about 7.3%, no sharp cut-off; inactive means mostly below about 5.4%; further: actives read high; inactives centre near 0; some compounds called inactive have numbers as strong as hits; reference of the scale not given here
PKA-R1A act – activators of PKA-R1A holoenzyme, primary screen, biochemical, fluorescence polarization, Cy5-IP20, bovine R1A, mouse PKAc. PKA-R1A dissociation; scaled: DMSO 0%, 113 µM cGMP 100%. activation, % at 11.4 µM. actives 0.083% (n = 340,000). AID 504707, 2011. cAMP-dependent protein kinase type I-alpha regulatory subunit (Bos taurus) + …;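 active means percent activation above the mean of all tested compounds plus 3 SD, cut at about 19% in these data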;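 further: higher means more PKAc released from R1A so a rise in polarization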
OPRM1-OPRD1 ag – agonists of OPRM1-OPRD1 heterodimerization, primary screen, cell-based, luminescence. cells. activation, % at 9.3 µM. actives 0.3% (n = 340,000); in the data active means activation above about 18%;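 further: 0% = vehicle-treated cells and 100% = reference agonist; values of inactives mirror those of a sister screen read the other way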
DAGLB inh – DAGLB lipase inhibitors, primary screen, biochemical, fluorescence, HTS; HEK293T DAGLB membrane lysate, EnzChek fluorogenic substrate; inhibition, % at 5.17 µM; actives 0.059% (n = 340,000); in the data active means inhibition above about 34%;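 further: 0% = enzyme with vehicle and 100% = wells lacking enzyme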
An asterisk follows results filed as active; / = not tested or not shown.

SMILES | PKA-R2B act | Arr AP2 block | DSG3 Ab inh | HTR5A ag ctr | HTR5A inv ag | OPRM1-OPRD1 inv | V-ATPase pHluor | PKA-R1A act | OPRM1-OPRD1 ag | DAGLB inh
O=C(NS(=O)(=O)Oc1ccc(F)cc1F)OC[C@@H]1CCCN2CCCCC12 (stereo partly specified) | 3 | 43 | / | 3 | -9 | 8 | 2 | -1 | -1.2 | -3
CC(C)OCCCNC(=O)c1ccc(CS(=O)(=O)c2cccc(C(F)(F)F)c2)o1 | -4 | 19 | 106 | 2 | -6 | 23 | 6 | 6 | -5.2 | -4
O=C(NN1CCOCC1)c1ccc(Cl)c(Cl)c1 | 2 | 3 | 111 | 9 | -24 | 13 | 0 | -10 | -3.2 | -1
COc1cc2[nH]c(-c3cccc(F)c3)cc(=O)c2cc1OC | 7 | 20 | 94 | 0 | -5 | 11 | 3 | 5 | -2.0 | 0
CN(C)c1nc(N(C)C)nc(N2CC(CCl)OC2=N)n1 (stereo unspecified) | 3 | -5 | 92 | -2 | 9 | 13 | 0 | 13 | -2.8 | -2
O=C(Nc1ncc(Cc2cccc(Cl)c2)s1)C1CCCO1 (stereo unspecified) | -7 | 8 | 106 | 1 | -3 | 7 | -1 | 8 | -1.2 | -2
CCCCNC(=O)Cc1ccc(Br)cc1 | 3 | -13 | 101 | 0 | 0 | 8 | -5 | -1 | -1.5 | -2
CC(=O)c1ccc(N(C)C)c2c(N(C)C)cccc12 | 1 | 19 | / | 3 | -3 | 3 | 4 | -7 | -0.6 | 0
CC(C)NC(=O)c1onc(CSc2ccc(F)cc2)c1C(=O)NC(C)C | 1 | 6 | 101 | 1 | 7 | 2 | -1 | 0 | -0.3 | -6
COc1ccccc1S(=O)(=O)N(C)C[C@H]1Oc2cc(C#CCC3CCCC3)ccc2S(=O)(=O)N([C@H](C)CO)C[C@H]1C | 7 | / | 115 | / | / | / | -6 | -14 | / | -7
Cc1nnc(SCc2cc([N+](=O)[O-])cc3c2OCOC3)n(N)c1=O | -10 | -10 | 101 | 7 | 28 | 3 | -2 | -8 | -0.7 | -1
COc1ccccc1NS(=O)(=O)c1ccc(C)c(C(=O)N2CCN(c3ccc(O)cc3)CC2)c1 | -1 | 6 | 95 | 1 | -3 | 8 | -1 | -2 | -1.9 | 2
O=C(NCc1ccco1)c1cc2sccc2n1Cc1ccc(F)cc1 | 3 | 1 | 101 | 2 | 2 | -2 | -1 | -17 | 0.4 | -4
COC(=O)c1cc(N=C(N)N=C(N)N)cc(C(=O)OC)c1 | -3 | -18 | 108 | -2 | 17 | 12 | 0 | -5 | -2.4 | 0
Cc1ccc(N(CC(=O)NC2CC2)S(=O)(=O)c2ccccc2)c(C)c1 | 10 | -10 | / | 2 | 0 | 19 | 0 | -4 | -3.6 | 0
C=CCn1c(SCC(=O)NCC(c2ccccc2)N(C)C)nc2sc3c(c2c1=O)CCC3 (stereo unspecified) | 8 | -4 | 105 | -3 | -10 | -15 | -8 | -1 | 3.6 | 0
CN1CCc2c(sc3c2C(=O)NC(c2cn(Cc4ccccc4)c4ccccc24)N3)C1 (stereo unspecified) | 3 | 32 | 120 | -2 | 11 | 5 | 0 | -2 | -1.0 | -2
CCn1ncc(C2=NOC(C(=O)Nc3cccc(C(C)=O)c3)C2)c1C (stereo unspecified) | 4 | 39 | / | 4 | 20 | 5 | 0 | -5 | -0.9 | -2
CCOC(=O)Nc1ccc(OCc2nnc3c4ccccc4c(C)nn23)cc1 | -2 | -7 | 113 | -3 | -2 | 0 | 0 | 2 | 0.0 | -1
Cn1cc(CNCc2ccc(OC(F)(F)F)cc2)c(-c2ccc3c(c2)OCCO3)n1 | 9 | 11 | 89 | -4 | -18 | -14 | -2 | -1 | 2.8 | -5
O=S(=O)(NCCc1ccc(F)cc1)c1cc(C(F)(F)F)ccc1Br | -5 | -8 | 102 | 3 | -11 | -32 | 0 | -7 | 6.8 | -3
CC(=O)c1ccc(NC(=O)c2ccc3c(c2)C(=O)N(c2ccccn2)C3=O)cc1 | -2 | -15 | / | 4 | -10 | 6 | 5 | -9 | -0.8 | 2
CSCCC(NC(=O)c1cc([N+](=O)[O-])ccc1Cl)C(=O)O (stereo unspecified) | -4 | 41 | 105 | -4 | 14 | -5 | 2 | -2 | 0.9 | 4
COc1ccccc1NC(=O)c1cn(C)c(=O)c2cc(OC)c(OC)cc12 | 1 | 1 | 107 | 3 | 0 | 0 | 0 | 3 | -0.1 | -1
CCN(CC(=O)NCc1ccc(F)cc1)C(=O)CCNS(=O)(=O)c1cccc(C)c1 | 5 | 2 | 111 | -3 | 7 | 15 | 0 | 2 | -3.6 | -1
COc1ccc(CNC(=S)Nc2ccc3nc(N4CCN(C)CC4)cc(C)c3c2)cc1 | 0 | -6 | 108 | 5 | -16 | 7 | -1 | -6 | -1.2 | 3
NS(=O)(=O)c1ccc(CCNC(=O)c2ccc(Cl)s2)cc1 | 8 | -15 | 106 | 8 | -19 | 14 | 1 | 8 | -2.8 | -1
O=C(CN1C(=O)c2ccccc2S1(=O)=O)NCc1cccnc1 | 4 | 21 | 97 | 8 | 1 | 2 | -9 | -3 | -0.4 | 1
COC(=O)C1CCCN1C(=O)C1CCCN1C(=O)CNC(=O)OCc1ccccc1 (stereo unspecified) | 4 | 3 | 97 | 0 | 0 | 3 | 0 | 0 | -0.8 | 2
Cc1ccc2c(Cl)c(C(=O)NCCCN3CCOCC3)sc2c1 | 1 | / | 101 | / | / | / | 0 | -6 | / | 4
CCOc1ccc(OCCC(=O)OCC(=O)Nc2ccc3c(c2)OCO3)cc1 | -12 | -3 | / | 0 | 1 | 18 | 3 | -3 | -3.5 | -2
O=C(CC12CC3CC(CC(C3)C1)C2)N1CCCOC1 | -1 | -1 | 86 | 0 | 12 | -9 | 0 | 10 | 1.7 | 1
Cc1cc(Sc2nc(NC(C)C)nc(NC(C)C)n2)nc(Cl)n1 | -7 | 3 | 88 | 4 | 15 | 6 | -2 | 1 | -1.1 | 1
COc1ccc(C(C)=O)cc1CS(=O)(=O)CC(=O)NCCc1c[nH]c2ccccc12 | -4 | -6 | / | 18* | -49 | 4 | -2 | -3 | -0.9 | 4
CC(=O)NS(=O)(=O)c1ccc(NC(=O)C2c3ccccc3Oc3ccccc32)cc1 | -5 | -4 | 104 | -1 | 4 | 12 | -1 | -5 | -2.2 | 1
O=C(CN1CCN(c2ccccn2)CC1)NCCc1ccccc1 | -2 | 0 | 103 | 1 | -12 | 9 | 1 | 7 | -2.1 | 2
O=[N+]([O-])c1ccc(O)c(C(C#Cc2ccccc2)N2CCOCC2)c1 (stereo unspecified) | 8 | -1 | 100 | 2 | -8 | 16 | -2 | -9 | -3.1 | -3
Cn1c(CCNC(=O)c2ccccc2)nc2cc(NC(=O)C3CCCCC3)ccc21 | 2 | -4 | 103 | -1 | -13 | 0 | -1 | 1 | 0.1 | 0
CCc1cc2c(NC(C(=O)O)C(C)C)ncnc2s1 (stereo unspecified) | -16 | 17 | / | 4 | -10 | 10 | -5 | -11 | -1.6 | -5
COC(=O)CNC(=O)C1CCC(CNS(=O)(=O)c2cccc3nsnc23)CC1 (stereo unspecified) | -2 | 40 | 95 | 2 | -13 | -5 | -1 | 2 | 0.9 | 1
COc1ccccc1NC(=O)COC(=O)CCc1ccc(S(=O)(=O)N2CCOCC2)cc1 | 2 | 19 | / | 3 | -8 | 10 | 4 | -6 | -2.5 | -2
COC(=O)C1=NN(c2ccc(C)cc2)C2C(=O)N(c3ccccc3OC)C(=O)C12 (stereo unspecified) | 6 | 1 | / | -1 | 2 | 6 | 0 | 10 | -1.2 | 0

A stretch of the results above, for reference:
SMILES | PKA-R2B act | Arr AP2 block | DSG3 Ab inh | HTR5A ag ctr | HTR5A inv ag | OPRM1-OPRD1 inv | V-ATPase pHluor | PKA-R1A act | OPRM1-OPRD1 ag | DAGLB inh
COc1ccc(C(C)=O)cc1CS(=O)(=O)CC(=O)NCCc1c[nH]c2ccccc12 | -4 | -6 | / | 18* | -49 | 4 | -2 | -3 | -0.9 | 4
CC(=O)NS(=O)(=O)c1ccc(NC(=O)C2c3ccccc3Oc3ccccc32)cc1 | -5 | -4 | 104 | -1 | 4 | 12 | -1 | -5 | -2.2 | 1
O=C(CN1CCN(c2ccccn2)CC1)NCCc1ccccc1 | -2 | 0 | 103 | 1 | -12 | 9 | 1 | 7 | -2.1 | 2
O=[N+]([O-])c1ccc(O)c(C(C#Cc2ccccc2)N2CCOCC2)c1 (stereo unspecified) | 8 | -1 | 100 | 2 | -8 | 16 | -2 | -9 | -3.1 | -3
Cn1c(CCNC(=O)c2ccccc2)nc2cc(NC(=O)C3CCCCC3)ccc21 | 2 | -4 | 103 | -1 | -13 | 0 | -1 | 1 | 0.1 | 0
CCc1cc2c(NC(C(=O)O)C(C)C)ncnc2s1 (stereo unspecified) | -16 | 17 | / | 4 | -10 | 10 | -5 | -11 | -1.6 | -5
COC(=O)CNC(=O)C1CCC(CNS(=O)(=O)c2cccc3nsnc23)CC1 (stereo unspecified) | -2 | 40 | 95 | 2 | -13 | -5 | -1 | 2 | 0.9 | 1
COc1ccccc1NC(=O)COC(=O)CCc1ccc(S(=O)(=O)N2CCOCC2)cc1 | 2 | 19 | / | 3 | -8 | 10 | 4 | -6 | -2.5 | -2
COC(=O)C1=NN(c2ccc(C)cc2)C2C(=O)N(c3ccccc3OC)C(=O)C12 (stereo unspecified) | 6 | 1 | / | -1 | 2 | 6 | 0 | 10 | -1.2 | 0
